Compound activity from PubChem.
Siah-1 displacement: Siah-1 peptide-binding antagonists, primary screen, biochemical, fluorescence polarization, rhodamine-plectin, uHTS (AID 1817); displacement, % at 20 µM; hits with a dose series show IC50 in µM; hit rate 0.02% among 290,000; Siah-1 / rhodamine-plectin peptide fluorescence polarization; higher % means a stronger effect;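 active means displacement of at least 50% at 20 µM, with a fluorescence ratio check between 0.3 and a set limit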;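 further: plate controls were Siah plus tracer with DMSO for no effect and tracer alone without Siah for full effect; strong numbers were not always called active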
West Nile antiviral: West Nile virus antiviral activity, cell-based, CPE readout (AID 1621); West Nile virus-infected cells, CPE inhibition; higher % means a stronger effect; one-dose CPE inhibition, % at 10 µM; IC50 in µM for titrated hits; hit rate 0.02% among 290,000; in the data active means a potency from the dose series; further: strong numbers were not always called active
PhoP inhibition: inhibitors of PhoP regulon expression, primary screen, Salmonella Typhimurium, GFP reporter (AID 1863); one-dose inhibition, % at 50 µM; IC50 in µM for titrated hits; hit rate 0.16% among 300,000; S. Typhimurium PhoP-regulated promoter GFP reporter, 4 h; higher % means a stronger effect;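 active means inhibition over 29.93%, a cutoff 3 SD above the screen mean, later confirmed by dose response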;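 further: 0% = low Mg2+ inducing control and 100% = high Mg2+ repressing control; strong numbers were not always called active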
An asterisk follows results filed as active. Only part of the results is shown (hit frequency here may not be typical).

PhoP inhibition | Siah-1 displacement | West Nile antiviral | SMILES
-3% | 1% | -0.7% | Cc1ccc(C(=O)COC(=O)C(C)N2C(=O)C3C4CCC(C4)C3C2=O)cc1C (stereo not given)
-6% | 1% | -0.5% | Cc1nc2nc(SCC(=O)Nc3cccc(F)c3)[nH]c2cc1Br
0% | 6% | 0.1% | CN(CC(=O)Nc1ccccc1Br)C(=O)C(Cc1ccccc1)NC(=O)c1ccccc1 (stereo not given)
-2% | 4% | 0.8% | COc1cc(/C=N/NC(=O)NC23CC4CC(CC(C4)C2)C3)ccc1OCC(N)=O
11% | -6% | -0.9% | CCCCNC(=O)N1CCN(C(c2ccccc2)c2ccccc2)CC1
1% | -4% | -0.7% | Cc1ccc(CNC2CCCCC2)s1
6% | -2% | -0.2% | COc1ccc(OC)c(CNC(=O)CCn2c(=O)c3cccn3c3ccc(F)cc32)c1
-1% | 5% | 0.2% | Cc1[nH]c2ccccc2c1C(=O)C(=O)NCCc1c[nH]c2ccccc12
3% | 6% | -0.4% | CC(=O)c1cccc(NC(=O)c2cc(-c3cccs3)on2)c1
-10% | 1% | 0.8% | COc1ccc(-c2cc3ncnc(Cl)c3s2)cc1
-4% | 9% | -0.7% | O=C(CSc1n[nH]c(-c2ccccc2)n1)N1CCOCC1
2% | 4% | 1.5% | CC(=O)Nc1ccc(S(=O)(=O)Nc2cccc(C(=O)Nc3ccccc3C(=O)O)c2)cc1
-2% | -2% | -0.5% | CCC1CN(C(=O)N2CCC(C(=O)NCc3ccccc3C)CC2)c2ccccc2O1 (stereo not given)
3% | 6% | 1.0% | S=C(Nc1cccnc1)Nc1ccccn1
1% | 6% | -1.0% | CC(CC(F)(F)F)N1CCC(n2nccc2NC(=O)CCOc2ccccc2)CC1 (stereo not given)
3% | -3% | -0.5% | COc1ccc(C(=O)C2CCCN(S(=O)(=O)N(C)C)C2)c(C)c1 (stereo not given)
6% | -2% | 0.9% | Cc1cc(Br)ccc1NC(=O)c1sc2ncnc(N3CCN(c4ccccn4)CC3)c2c1C
-1% | 1% | 0.1% | COc1ccc(-c2cc(C)no2)cc1S(=O)(=O)N(C)Cc1ccco1
-2% | 0% | -0.3% | CC1CC(C)CN(S(=O)(=O)c2cc3c4c(c2)C(C)C(=O)N4CCC3)C1 (stereo not given)
9% | 4% | -0.6% | CCc1ccc(NC(=O)[C@H](C)NC(=O)C2CCN(C(=O)[C@@H](N)C(C)C)CC2)cc1

(listing goes on)
PhoP inhibition | Siah-1 displacement | West Nile antiviral | SMILES
-4% | 0% | -0.1% | CC(C)Cc1ccc(CN2CCCC(NC(=O)CCN3CCCCC3=O)C2)cc1 (stereo not given)
7% | 10% | -0.1% | CCOc1ccccc1NC(=O)c1cc(=O)c2ccccc2o1
-5% | 2% | 0.8% | O=C(NNS(=O)(=O)c1ccccc1)c1cccc([N+](=O)[O-])c1
6% | 0% | 0.7% | Cc1ccc(OC(C)C(=O)Nc2cc(C)on2)cc1 (stereo not given)
2% | 2% | -0.2% | CCN(C(=O)COC(=O)Cn1cnc2c1c(=O)n(C)c(=O)n2C)C1CCS(=O)(=O)C1 (stereo not given)
-1% | -1% | 0.3% | Cc1ccc(S(=O)(=O)N(Cc2cccnc2)Cc2cc3ccccc3[nH]c2=O)cc1
4% | 5% | -0.9% | CSc1ccccc1OCc1cc(C(=O)N2CCC(c3ccncc3)CC2)no1
0% | 2% | -1.0% | CCOC(=O)[C@@H]1[C@H]2COc3cc(OC)ccc3[C@H]2N2C(=O)N(c3cccc(Cl)c3)C(=O)[C@@]12C
1% | 4% | -1.1% | CN1CCN(c2ccc(NC(=O)c3ccco3)cc2Cl)CC1
-3% | 4% | -1.1% | Cc1ccc(N(Cc2ccccc2)C(=O)c2ccc(F)cc2)cc1
-4% | 3% | 0.7% | COC(=O)c1ccc(-c2nc(CN3CCC(C(=O)N4CCOCC4)CC3)c(C)o2)cc1
-4% | -1% | 0.1% | CCOC(=O)C1CCN(C(=O)C2CC(=O)N(c3ccc4c(c3)OCCO4)C2)CC1 (stereo not given)
4% | -4% | 0.3% | O=C(Nc1ccccc1)/C(=C/c1cccnc1)NC(=O)c1ccccc1
6% | 5% | -1.2% | Cc1sc2ncnc(SCC(=O)N3CCCC(C(F)(F)F)C3)c2c1C (stereo not given)
-5% | 4% | 0.0% | Cc1nnc(SCC(=O)Nc2ccc(F)cc2F)n(N)c1=O
-5% | -2% | 0.1% | O=C(NCC(O)c1ccc([N+](=O)[O-])cc1)c1cccc(S(=O)(=O)N2CCOCC2)c1 (stereo not given)
-7% | 5% | -0.4% | O=C(COc1ccccc1F)Nc1nnc(C2CCCC2)s1
1% | -4% | -0.4% | O=C1c2ccccc2NC(c2ccc(O)c(O)c2)N1c1ccccc1Cl (stereo not given)
-2% | 1% | -1.0% | CC(=O)Nc1ccc(-n2nnnc2SCC(=O)NC2CCCC2)cc1
2% | 2% | -0.6% | COc1ccc(/C=N/N2CCN(Cc3ccccc3)CC2)cc1

Among those listed so far, 3 have bromine:
PhoP inhibition | Siah-1 displacement | West Nile antiviral | SMILES
-6% | 1% | -0.5% | Cc1nc2nc(SCC(=O)Nc3cccc(F)c3)[nH]c2cc1Br
0% | 6% | 0.1% | CN(CC(=O)Nc1ccccc1Br)C(=O)C(Cc1ccccc1)NC(=O)c1ccccc1 (stereo not given)
6% | -2% | 0.9% | Cc1cc(Br)ccc1NC(=O)c1sc2ncnc(N3CCN(c4ccccn4)CC3)c2c1C

Entries above containing a thiophene ring, fused or not (5):
PhoP inhibition | Siah-1 displacement | West Nile antiviral | SMILES
1% | -4% | -0.7% | Cc1ccc(CNC2CCCCC2)s1
3% | 6% | -0.4% | CC(=O)c1cccc(NC(=O)c2cc(-c3cccs3)on2)c1
-10% | 1% | 0.8% | COc1ccc(-c2cc3ncnc(Cl)c3s2)cc1
6% | -2% | 0.9% | Cc1cc(Br)ccc1NC(=O)c1sc2ncnc(N3CCN(c4ccccn4)CC3)c2c1C
6% | 5% | -1.2% | Cc1sc2ncnc(SCC(=O)N3CCCC(C(F)(F)F)C3)c2c1C (stereo not given)

Next results
PhoP inhibition | Siah-1 displacement | West Nile antiviral | SMILES
6% | -5% | 8.3µM* | CC[C@@H](C(=O)[C@@H](C)[C@@H](O)[C@H](C)CCc1ccc(C)c(O)c1C(=O)O)[C@H]1O[C@](CC)([C@H]2CC[C@](O)(CC)[C@H](C)O2)C[C@@H]1C
-3% | -2% | -2.1% | O=C(CSc1ccccn1)Nc1nonc1[N+](=O)[O-]
1% | 4% | -1.0% | CCOC(=O)[C@H]1[C@H]2COc3cc(OC)ccc3[C@@H]2N2C(=O)N(c3ccc(Br)cc3)C(=O)[C@@]12C
6% | 2% | -1.0% | O=C(c1cc(Cl)nc2ccccc12)N(Cc1nnc(-c2ccccc2Cl)o1)C1CC1
-8% | -2% | -0.5% | O=C(NC1C2CC3CC(C2)CC1C3)c1ccc2c(c1)OCO2 (stereo not given)
-1% | 3% | 0.4% | CCN(CC)S(=O)(=O)c1ccc2[nH]c(=O)cc(C(=O)Nc3ccccc3N3CCCC3)c2c1
-1% | -3% | -0.4% | Cc1cc(Cl)c2oc(C(=O)N(C)Cc3ccon3)c(C)c2c1
2% | 3% | -1.1% | CC(=O)C1=C(O)C(=O)N(c2cccc(Br)c2)C1c1ccc(Br)cc1 (stereo not given)
-4% | -5% | 1.9% | COc1cc(OC)cc(C(=O)NC(=S)Nc2ccc3oc(=O)ccc3c2)c1
6% | -1% | 0.2% | COC(=O)c1cccc(NC(=O)c2ccc3c(c2)C(=O)N(Cc2cccnc2)C3=O)c1
6% | 13% | -1.2% | CCOc1ccc(/C=C2\SC(=S)N(CCC(=O)Nc3ccccc3C(=O)O)C2=O)cc1
3% | -1% | -0.5% | O=C(Cc1c(Cl)cccc1Cl)OCc1ccccn1
4% | -4% | 0.1% | O=C(Cn1nc(Br)nc1Br)c1ccccc1
19% | -1% | -1.1% | O=[N+]([O-])c1ncccc1OCc1ccccc1Br
-4% | 2% | 0.3% | Cc1ccccc1N(CC(=O)NC1CCCCC1)C(=O)CCCC(=O)Nc1ccccn1
-1% | 2% | -0.2% | O=C(Nc1ccccc1OC(F)F)c1cccc(S(=O)(=O)N2CCCC2)c1
-4% | 1% | -1.7% | O=C(CN1CCN(c2ccc(F)cc2)CC1)NCc1ccc(Cl)cc1
7% | 4% | -0.6% | CCNC(=S)Nc1ccc(Cc2nc3ccccc3[nH]2)cc1
-9% | -4% | 0.0% | CCOC(=O)COc1coc(CN2CCN(c3cccc(Cl)c3)CC2)cc1=O
11% | 14% | -0.8% | CCN(CC)CCNC(=O)Cn1c(=O)c2cccn2c2ccc(F)cc21

Continued.
PhoP inhibition | Siah-1 displacement | West Nile antiviral | SMILES
-2% | 3% | -0.4% | Cc1ccc(-c2nc(CN3CCCC(C(=O)N4CCOCC4)C3)c(C)o2)cc1 (stereo not given)
1% | 3% | -0.5% | Cc1cc(C)c(C#N)c(SCC(O)COc2ccc(Br)cc2)n1 (stereo not given)
1% | -2% | -0.2% | CCN(C(=O)COc1nc(C)cc(C)c1C#N)c1ccccc1
-2% | 2% | 0.1% | Cc1ccc(-c2ccnc3cc(C)nn23)cc1
-4% | 0% | 0.2% | COc1ccc(NC(=O)N2CCCC(C(=O)Nc3cccc(C)c3C)C2)cc1 (stereo not given)
2% | 0% | 0.1% | O=C(CSc1nc(-c2ccccc2)cc(=O)[nH]1)Nc1ccc(Br)cc1
0% | -2% | -1.2% | O=C(NC1CCCC1)C(c1ccco1)N(C(=O)c1ccco1)c1ccccc1 (stereo not given)
-1% | 3% | 0.5% | O=C(c1ccc([N+](=O)[O-])s1)N1CCc2ccccc21
10% | 2% | -0.1% | CCN(CC)c1ccc(CNc2nnnn2C)cc1
-5% | 1% | -0.5% | O=C(O)c1cc(C(=O)O)cc(N2C(=O)CSC2=S)c1
-4% | -2% | 0.1% | COc1ccc(NC(=O)CCNC(=O)c2ccco2)c(OC)c1
-3% | 2% | -0.1% | CCN(CC)CCNC(=O)c1ccc(CS(=O)(=O)c2ccccc2C)o1
-3% | -1% | -0.4% | O=C1CCN(CCCc2ccccc2)CCN1[C@H](CO)c1ccccc1
-4% | -3% | 0.6% | COc1cc(OC)cc(N2C(=O)CC(N3CCC(C(=O)N4CCCCC4)CC3)C2=O)c1 (stereo not given)
-4% | 14% | -0.5% | CC(C)(C)OC(=O)CN1c2cccc3cccc(c23)S1(=O)=O
1% | 5% | -0.3% | Cc1ccc(OCCC(=O)OCC(=O)Nc2ccccc2)cc1
6% | 3% | -0.7% | COc1ccc(NC(=O)N2CCCC2C(=O)NC23CC4CC(CC(C4)C2)C3)cc1 (stereo not given)
-4% | 12% | 0.0% | CCC1CCCCN1C(=O)CCNC(=O)Cn1cnc2ccccc2c1=O (stereo not given)
12% | 0% | 0.1% | O=C(CC(=O)Nc1ccccc1F)Nc1ccccc1F
-7% | 8% | -0.5% | COc1ccc(/C=C/C(=O)OCC(=O)NCCNC(=O)COC(=O)/C=C/c2ccc(OC)cc2)cc1

Further results
PhoP inhibition | Siah-1 displacement | West Nile antiviral | SMILES
-6% | 5% | -0.1% | CCOC(=O)N1CCC(NC(=O)CC2C(=O)NCCN2Cc2cccc(F)c2F)CC1 (stereo not given)
-6% | 1% | 0.9% | O=C(N[C@H]1CCCCNC1=O)c1cc(COc2ccc(F)cc2F)on1
-3% | 4% | -0.8% | CCOc1ccc(S(=O)(=O)/N=C(/Nc2ccc(OC)cc2)c2ccccc2)cc1
-2% | -2% | -0.3% | COC(=O)Cc1csc(NCc2ccccc2)n1
0% | 3% | 0.3% | O=C(CN1C(=O)C2C3CCC(C3)C2C1=O)OCC(=O)c1ccc(Br)cc1 (stereo not given)
-2% | 3% | -0.4% | CN(C)CC(C)(C)CNC(=O)C1CCN(CCCc2ccccc2)CC1
-1% | -1% | -0.7% | CNC(=O)CSc1nc2sccc2c(=O)n1-c1ccccc1
-4% | 1% | -0.2% | COc1ccc(OCC(O)CNS(=O)(=O)c2ccc(NC(C)=O)cc2)cc1 (stereo not given)
-10% | -2% | 0.2% | COc1ccccc1Cn1c(=S)[nH]c2cc(C(=O)NC(C)C)ccc2c1=O
1% | 12% | 0.1% | CN(c1ccccc1)S(=O)(=O)c1ccc(C(=O)NCCc2ccccc2)cc1
6% | 0% | -0.3% | COc1ccccc1NC(=O)c1ccccc1-c1ccccc1C(=O)O
-10% | 17% | -1.0% | C=CCn1c2ccccc2c(=O)c2cc(C#Cc3ccsc3)ccc21
-1% | -1% | -1.3% | Cc1cc(S(=O)(=O)N2CCCC(N3CCOCC3)C2)c(C)cc1Cl (stereo not given)
3% | 4% | -0.9% | Cc1cnc(NC(=O)Cc2ccccc2Cl)s1
1% | -3% | -0.7% | CCOc1ccc(CCNC(=O)C2(c3ccccc3)CC2)cc1OCC
-1% | -1% | -0.9% | Cc1cc(C)c(N=C2C(=O)Nc3ccccc32)c(C)c1
-2% | -1% | -0.4% | O=c1ccc2cc(S(=O)(=O)N3CCN(c4ccc(Cl)cc4)CC3)ccc2o1
3% | 0% | -0.7% | CC1CCN(CCc2nc3cc(NC(=O)COc4ccccc4)ccc3n2C)CC1
-13% | 9% | -2.9% | COc1ccc2nc(C)cc(Nc3ccc(N4CCN(C)CC4)cc3)c2c1
